GALR2 blocker: GALR2 antagonists in receptor-expressing cells, primary screen. inhibition, % at 4 µM. AID 828, 2007. antagonist mode. Galanin receptor type 2 (Homo sapiens), O43603. hit rate 0.39% among 140,000; in the data active = inhibition above about 27%;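 note: cells stimulated with galanin 1-16 at roughly its EC80; 0% = agonist challenge control and 100% = basal control without agonist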
Target sequence (O43603 whole entry, looked up): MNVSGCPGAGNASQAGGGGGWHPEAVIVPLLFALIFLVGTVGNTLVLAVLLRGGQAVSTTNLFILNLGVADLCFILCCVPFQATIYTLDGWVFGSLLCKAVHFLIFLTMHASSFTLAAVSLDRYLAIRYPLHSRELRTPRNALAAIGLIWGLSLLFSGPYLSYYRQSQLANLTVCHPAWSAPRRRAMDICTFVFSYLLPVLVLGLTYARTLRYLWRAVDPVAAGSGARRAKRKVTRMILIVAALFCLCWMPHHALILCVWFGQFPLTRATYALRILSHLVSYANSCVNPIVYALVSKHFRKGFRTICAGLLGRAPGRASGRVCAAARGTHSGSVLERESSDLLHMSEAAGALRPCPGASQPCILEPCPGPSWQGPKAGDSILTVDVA
Measles CPE: compounds protecting cells from measles virus cytopathic effect, primary screen, measles RdRp inhibitor project, single point, MLSMR library, absorbance | Measles virus-infected cells, CPE protection | protection (pct of control), % at 4 µM | hit rate 1.5% among 140,000; in the data active = protection mostly above about 24%, no sharp cut-off; inactive = mostly below about 26%; note: some compounds called inactive have numbers as strong as hits
Phagocytosis inh: inhibitors of macrophage phagocytosis, primary screen, imaging, J774A.1 cells, IgG beads; J774A.1 macrophage IgG-bead phagocytosis; inhibition, % at 5 µM; hit rate 0.07% among 110,000; AID 1029, 2008;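 active = inhibition above the mean of the plate negative controls plus 5 SD, cut at about 13% in these data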;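 note: phagocytic index as fraction of beads internalized from green versus red external bead signal; plate controls were DMSO negative control for no effect and cytochalasin-D positive control for full effect; some results beyond the cut were filed as inactive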
Yeast life ext: compounds extending yeast replicative lifespan, primary screen, S. cerevisiae, OD615. S. cerevisiae growth with nicotinamide; deaD strain in restrictive glucose medium. inhibition of the nicotinamide effect, % at 10 µM. hit rate 0.68% among 130,000. AID 775, 2007;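 active = inhibition above a set limit, placed 3 SD over the median of all compounds, cut at about 26% in these data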;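 note: 0% = nicotinamide-treated wells and 100% = cells grown without nicotinamide; some compounds called inactive have numbers as strong as hits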
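Test system: DeaD-strain S. cerevisiae / Buffer or medium: restrictive glucose medium / Also added: nicotinamide 1.5 mM / Doses: one concentration, 10 µM, DMSO 0.25% / Schedule: 48 h at 30 °C / Signal: OD615 measurement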
E-sel TNF inh: E-selectin induction blockers in HUVEC – imaging, immunofluorescence, high content, primary screen | HUVEC TNFa-induced E-selectin immunofluorescence | inhibition, % at 2 µM | hit rate 0.71% among 120,000;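 active = inhibition above the batch mean plus 3 SD, and confirmed as a hit on visual image review, cut at about 43% in these data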;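 note: 0% = TNF-stimulated DMSO wells and 100% = unstimulated control wells; not every result past the cut was called active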
BB579 growth dn: growth inhibitors of yeast BB579 in restrictive medium, primary screen, yeast lifespan-shortening project, S. cerevisiae. OD615, 48 h. AID 804, 2007. inhibition, % at 10 µM. hit rate 0.51% among 140,000;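 active = inhibition above a set limit, 3 SD over the mean compound inhibition, cut at about 44% in these data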; note: inactives centre near -24
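test system = yeast BB579 (DeaD) | buffer or medium = restrictive CSMM-D medium | doses = single compound dose of 10 µM, 0.25% DMSO final | times = 4 h preincubation and 48 h exposure at 30 °C | technique = culture absorbance at 615 nm | benchmarks = amphotericin B 10 µg/mL, positive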
PTEN del growth: growth suppression of PTEN-null HCT116, primary screen, cell-based, CellTiter-Glo | HCT116 PTEN-null viability, 60 h; stronger effect = lower value | viability, % at 10 µM | hit rate 1.2% among 140,000 | AID 827, 2007;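 active = viability at or below a set limit, 4 SD under the median of all tested compounds, cut at about 3.7% in these data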;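 note: PTEN knockout HCT116 line with beta catenin targeted HCT116 as companion control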
MRP-1 activ: H69AR viability gain despite doxorubicin, primary screen, MRP-1 activator project, H69AR cells, CellTiter-Glo. viability rescue. AID 799, 2007. viability increase, % at 10 µM. hit rate 0.61% among 140,000;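 active = viability gain under doxorubicin at or above a set limit, the compound median plus 3 SD, cut at about 4.7% in these data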;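 note: MRP-1 overexpressing cells given doxorubicin 25 µM after compound pretreatment; 18-22 h compound pretreatment then 72 h with doxorubicin before readout; 0% = doxorubicin-only wells and 100% = vehicle-treated cells without doxorubicin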
NPY-Y2 antag: NPY-Y2 receptor antagonists, primary screen, cell-based | Neuropeptide Y receptor type 2 (Homo sapiens), P49146 | NPY-Y2 expressing cells, antagonist mode | inhibition, % at 2.7 µM | hit rate 0.99% among 140,000; in the data active = inhibition above about 17%;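 note: 0% = vehicle with agonist challenge and 100% = reference antagonist with challenge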
Target sequence (P49146 whole entry, looked up): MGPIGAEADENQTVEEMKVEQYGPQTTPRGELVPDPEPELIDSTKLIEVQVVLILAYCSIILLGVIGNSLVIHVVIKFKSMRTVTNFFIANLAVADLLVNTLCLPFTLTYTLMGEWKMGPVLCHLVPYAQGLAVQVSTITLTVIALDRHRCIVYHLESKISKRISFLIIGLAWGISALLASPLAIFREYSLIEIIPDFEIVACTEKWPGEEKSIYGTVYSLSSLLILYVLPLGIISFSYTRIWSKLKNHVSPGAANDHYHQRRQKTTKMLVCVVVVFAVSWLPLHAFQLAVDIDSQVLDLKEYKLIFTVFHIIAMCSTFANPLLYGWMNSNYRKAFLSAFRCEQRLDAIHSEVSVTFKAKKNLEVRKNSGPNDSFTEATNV
bCat KO growth: primary screen for growth suppressors in beta-catenin knockout HCT116 cells (colon tumor, human) | HCT116 beta-catenin knockout viability, CellTiter-Glo, 60 h; stronger effect = lower value | viability, % at 10 µM | hit rate 1.5% among 140,000 | AID 818, 2007;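 active = viability at or under a set limit, the compound median less 4 SD, cut at about 6% in these data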;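 note: 0% = Hyamine 1622 control at 20 µM and 100% = untreated cell control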
Numbers without * were called inactive; . = not tested or not shown.

SMILES	GALR2 blocker	Measles CPE	Phagocytosis inh	Yeast life ext	E-sel TNF inh	BB579 growth dn	PTEN del growth	MRP-1 activ	NPY-Y2 antag	bCat KO growth
C=CCNC(=O)C1=NOC(CNC(=O)c2c(-c3ccccc3Cl)noc2C)C1 (stereo not given)	5	21	0	0	20	-41	108	0.2	3	97
Clc1ccc2oc(-c3ccccc3)nc2c1	-8	17	.	-14	-12	-22	88	-1.2	-1	97
CCOc1ccc(Oc2nc(NCC(C)C)nc(N(C)C)n2)nn1	0	23	9	-6	-15	-18	87	-1.7	1	87
Cc1cc(C(=O)N2CCc3ccccc32)n(-c2ccccc2)n1	14	4	0	-6	13	-50	31	-1.1	2	38
COc1ccc(OCCC(=O)OCc2c(C)noc2C)cc1	-1	35*	-1	-8	-4	-41	114	0.0	1	98
CCC(=O)OCc1cc2cccc(C)c2[nH]c1=O	-9	31	-1	-8	-11	-34	107	-0.4	-1	92
Nc1ncc(-c2nnnn2-c2ccc(Cl)cc2)c(-c2ccc(Cl)cc2)n1	0	17	.	-1	-33	-20	13	-4.8	0	17
CCOc1cc(CNn2cnnc2)cc(Br)c1OCC(=O)NC1CCCCC1	1	20	.	.	-9	-10	86	-3.5	0	93
Cc1c(NC(=O)C(C)OC(=O)c2c3c(nc4ccccc24)CCC3)c(=O)n(-c2ccccc2)n1C (stereo not given)	3	21	-12	-2	.	-10	95	-2.4	0	93
CCn1c2ccccc2c2cc(N=C3SC(CC(=O)Nc4ccccc4OC)C(=O)N3C)ccc21 (stereo not given)	7	22	.	-7	-23	-25	61	-1.4	0	79
CC[C@@H](NS(=O)(=O)c1ccc(C)cc1)C(=O)Oc1ccc2c3c(c(=O)oc2c1)CCC3	-27	9	-8	1	-2	-32	98	0.1	3	98
N#Cc1ccc(COc2ccc(CCO)cc2-n2nc3ccccc3n2)cc1	-4	22	1	-22	4	-47	99	-4.5	0	96
O=C(O)CCCNC(=O)c1ccccn1	-1	10	0	1	-16	-14	88	-1.3	2	87
O=S(=O)(NC1CCCCC1NS(=O)(=O)c1ccc(F)cc1)c1ccc(F)cc1 (stereo not given)	5	16	-1	4	4	15	90	-1.9	2	83
O=C(c1ccc(COc2c(F)c(F)c(F)c(F)c2F)o1)N1CCOCC1	10	4	.	-14	-4	-32	98	-1.7	5	110
CCOC(=O)C1(C(C)(C)CC)CC(CSc2nc3ccccc3[nH]2)OC1=O (stereo not given)	-3	5	.	.	-27	-42	85	-2.1	4	66
CC(=O)C1=C(O)C(=O)N(CCCCCC(=O)O)C1c1ccc(N(C)C)cc1 (stereo not given)	5	17	5	-3	17	-21	98	-1.6	2	93
O=C(CN1CCN(S(=O)(=O)c2ccc(Cl)cc2)CC1)Nc1ccc2c(c1)OCCO2	-2	1	0	-9	-6	-11	98	-5.2	0	93
O=C(c1cccs1)n1nc(-c2ccccc2)nc1NCc1ccco1	-4	4	.	.	.	-31	92	0.4	3	89
Cc1ccc(-c2nnc(SCC(=O)Nc3ccccc3F)o2)cc1	-10	9	-1	-5	-7	23	42	-0.1	7	38
CCc1nnc(NC(=O)C(=O)NCCOC(=O)c2ccccc2Cl)s1	-5	17	2	-14	-2	-34	100	1.6	9	104
CCN(CC)c1ccc(/C=N/Nc2ccccc2)c(O)c1	9	21	-1	-4	2	-94	94	-1.6	1	99
CCN(CC)C(=O)C(=O)N/N=C/c1ccc(Br)cc1	1	2	0	-13	-14	-47	99	-0.2	-1	98
O=c1[nH]nc(Cc2ccc(-c3ccc(Cl)cc3)o2)c2ccccc12	-9	22	1	-3	9	-31	94	-0.8	0	91
CCOC(=O)N1CCN(c2c(N3CCN(c4cccc(C)c4C)CC3)c(=O)c2=O)CC1	-2	2	0	-2	.	-71	101	0.0	2	92
SMILES	GALR2 blocker	Measles CPE	Phagocytosis inh	Yeast life ext	E-sel TNF inh	BB579 growth dn	PTEN del growth	MRP-1 activ	NPY-Y2 antag	bCat KO growth
CC(=O)Nc1ccc2c(c1)nc(CCN1CCOCC1)n2C	11	3	0	-1	.	3	82	-2.1	2	87
O=C(NCc1ccncc1)c1nnc(Cc2c(F)cccc2Cl)o1	2	5	0	-7	3	-52	81	-3.1	-2	77
O=C(CCSCCc1ccncc1)NCCCN1CCOCC1	-1	4	-2	-13	40	-50	86	-1.5	0	74
CCOC(=O)N1CCN(S(=O)(=O)/C=C/c2ccccc2)CC1	6	5	-1	0	28	-23	96	-0.8	2	95
Oc1c(Cl)cccc1C=Nc1cc(C(F)(F)F)ccc1N1CCCC1	32*	3	-2	19	4	-25	90	-3.2	4	91
COc1ccccc1OCCCCN1CCN(C(c2ccccc2)c2ccccc2)CC1	1	2	.	-1	-6	-3	37	-4.4	20*	53
Cc1nc2ccc(S(=O)(=O)NC(C(=O)NCc3cccs3)C(C)C)cc2s1 (stereo not given)	1	9	0	1	-18	8	99	-1.3	2	86
O=C(CN1C(=O)c2ccccc2C1=O)Nc1ccccc1C(=O)N1CCCC1	5	4	0	-5	13	-38	109	0.0	-2	94
COc1cc(CNc2ccc3[nH]c(=O)[nH]c3c2)cc(Br)c1OCC(=O)NC(C)(C)C	5	6	-1	-3	6	-14	88	-5.2	0	85
Cc1c(C(=O)O)oc2ccc(S(=O)(=O)NCc3ccc4c(c3)OCO4)cc12	-5	2	-1	-15	-6	-3	95	-1.2	-2	91
CCc1nc2scc(-c3cccs3)c2c(=O)o1	16	18	.	.	-5	-24	94	-3.4	10	87
CCOc1ccc(N2CC(C(=O)N3CCc4ccccc4C3)CC2=O)cc1 (stereo not given)	-1	2	-1	-2	-47	-4	93	-3.0	2	94
CC(CC(=O)Nc1ccccc1C(F)(F)F)c1ccccc1 (stereo not given)	7	15	-1	-1	.	-22	93	-1.4	-2	86
Cc1nc2c(C)cccc2cc1C(=O)N/N=C/c1cccnc1	5	4	-4	13	.	-22	81	-1.6	-1	82
COC(=O)c1ccc(NC(=S)NCCc2ccccc2)cc1	-5	11	.	.	.	-16	85	-2.0	4	80
CC(=O)Nc1ccc(N=Cc2nc(-c3ccc(C)cc3)oc2O)cc1	-8	17	.	-4	-3	-45	88	-0.8	0	84
CC(C)CC(=O)Nc1ccccc1Oc1ccccc1	-8	22	.	-13	10	-5	106	1.2	3	95
Cc1ccc(C2CC(c3ccco3)=NN2S(C)(=O)=O)cc1 (stereo not given)	5	14	-3	-4	.	0	96	0.5	3	96
COc1ccc(C2=NC(=O)/C(=C\c3cc(OC)c(OC)c(OC)c3)O2)cc1	2	8	-3	4	3	-37	100	-2.9	2	92
Cn1c(=O)c2cc(S(=O)(=O)N3CCC(c4ccccc4)CC3)ccc2n(C)c1=O	-2	21	-1	-10	-21	-28	94	-1.2	2	95
CC1C/C(=N/Nc2nc3ccccc3[nH]2)CC(C)(C)C1 (stereo not given)	11	5	-3	9	10	-10	13	-3.4	5	21
O=C(Nc1cccc([N+](=O)[O-])c1)c1ccc2nc(N3C(=O)CCC3=O)sc2c1	1	6	-2	-13	-1	-43	85	-3.4	-2	84
O=C1Nc2cc(Cl)cnc2N2CCCC12 (stereo not given)	12	8	-1	-9	-10	-3	85	-0.5	-1	76
Fc1ccc(CO/N=C/C2=C(Cl)c3ccccc3CC2)cc1	-3	9	-1	-11	7	-27	87	1.1	5	88
O=[N+]([O-])c1ccc(C2CCCC/C2=N\OCc2cccc(F)c2)c([N+](=O)[O-])c1 (stereo not given)	-3	20	.	-3	-25	-16	58	-2.5	0	73
SMILES	GALR2 blocker	Measles CPE	Phagocytosis inh	Yeast life ext	E-sel TNF inh	BB579 growth dn	PTEN del growth	MRP-1 activ	NPY-Y2 antag	bCat KO growth
COc1cc(CN2CCCC(C)C2)cc([N+](=O)[O-])c1O (stereo not given)	0	6	1	0	4	-3	99	-0.3	1	88
COc1ccc(N(CC(=O)NC2CCCCC2)S(=O)(=O)c2cccnc2)cc1	0	0	0	-9	.	-3	93	-0.1	2	103
COc1ccc(C(=O)N/N=C/c2ccc3cccc(OCc4ccccc4)c3n2)cc1	7	9	-1	0	-14	-19	47	-5.1	13	53
O=C(c1cc([N+](=O)[O-])ccc1Cl)N1CCN(c2ccc([N+](=O)[O-])cc2)CC1	13	7	-1	0	.	-40	40	-2.8	0	48
O=C(COC(=O)c1ccccc1C(=O)c1ccc(Cl)cc1)NC(c1ccccc1)c1ccccc1	0	4	-10	-2	-1	-18	73	0.2	7	72
COc1ccc(Cl)cc1NC(=O)CSc1ncnc2c1oc1ccccc12	6	2	-1	3	-28	-28	17	-4.4	1	43
COc1cc(C(=O)Nc2cc(C(F)(F)F)ccc2Cl)cc(OC)c1OC	2	3	-2	-11	-10	-37	95	-0.9	0	95
CC(=O)Nc1ccc(S(=O)(=O)N(C)S(=O)(=O)c2ccc(F)cc2)cc1	3	11	0	-11	.	-49	88	-2.4	-2	91
CCOc1ccc(S(=O)(=O)NCCCN2CCOCC2)c2ccccc12	-3	6	.	-24	-20	-42	88	-2.5	3	86
CCOc1ccccc1Nc1nnc(SCC(=O)Nc2cc(C)on2)s1	4	3	-2	-11	.	-38	92	-3.9	2	107
CC(=O)c1cnc2nc(C)nn2c1C	13	10	-1	-10	-4	-15	107	0.6	0	89
CN(C)CCNC(=O)Cc1ccc([N+](=O)[O-])cc1	3	5	.	-2	-8	5	99	-0.7	3	83
Oc1ccc(C(=S)N2CCCCC2)cc1	-4	4	1	2	10	-14	95	-1.3	5	96
Cc1ccc(OCc2nnc(NC(=O)c3ccco3)s2)c(C)c1	4	27	-2	-13	.	-63	97	-1.1	2	101
Cn1ncc2c(=O)n(CC(=O)NC34CC5CC(CC(C5)C3)C4)cnc21	0	3	-1	-3	18	-8	98	-2.8	1	90
COc1ccc(NC(=O)CCNC(=O)Cn2cnc3ccccc3c2=O)c(OC)c1	6	6	0	-1	.	-10	101	-0.7	2	90
C#CCOCCOCCOCCNc1nc(N2CCN(C(=O)[C@H](CCCCN)n3cc(CCCC)nn3)CC2)nc(N2CCN(C(=O)[C@H](CCCCN)n3cc(CCCC)nn3)CC2)n1	-4	13	.	-1	-20	-21	103	-0.8	1	104
CNc1ccc(C(O)(C(F)(F)F)C(F)(F)F)cc1C(O)(C(F)(F)F)C(F)(F)F	1	3	-2	-11	-3	-45	91	2.2	0	100
CCOC(=O)C(C)Sc1nnc(Cc2cc(=O)[nH]c(=O)[nH]2)n1-c1cccc(OC)c1 (stereo not given)	-6	2	0	2	.	11	88	-0.1	-1	99

Screening results (PubChem BioAssay)
